LEDGF integ inh – blocks HIV-1 LEDGF/p75-dependent DNA integration; TR-FRET IN-LEDGF/p75 DNA integration, Eu/Cy5; inhibition, % at 3.7 µM; actives 0.64% (n = 370,000);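 active = inhibition above the screen-wide mean plus 3 SD, cut at about 13% in these data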;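 also: signal is the Cy5 over europium emission ratio at 671 and 618 nm; 0% = plate median of compound wells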
TDP2 absorb – TDP2 (human) inhibition, absorbance primary screen; O95551; recombinant TDP2, T5PNP hydrolysis, p-nitrophenol absorbance 415 nm; inhibition, % at 12.8 µM; actives 0.34% (n = 370,000); AID 720702;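 active = inhibition above the mean of all tested compounds plus 3 SD, set per campaign, cut at about 25% in these data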;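 also: 0% = DMSO with enzyme and 100% = buffer with substrate but no TDP2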
Target sequence (O95551 whole entry, looked up): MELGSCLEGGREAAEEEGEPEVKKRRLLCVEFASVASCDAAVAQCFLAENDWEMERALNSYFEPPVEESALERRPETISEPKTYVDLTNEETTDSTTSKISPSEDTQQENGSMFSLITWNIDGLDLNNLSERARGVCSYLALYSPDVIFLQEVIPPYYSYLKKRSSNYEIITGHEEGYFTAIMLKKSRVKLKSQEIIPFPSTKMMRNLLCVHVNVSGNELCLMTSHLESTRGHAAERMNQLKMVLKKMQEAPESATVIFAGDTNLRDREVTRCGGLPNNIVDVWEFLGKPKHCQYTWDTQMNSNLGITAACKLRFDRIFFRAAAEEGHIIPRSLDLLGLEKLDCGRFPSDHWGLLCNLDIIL
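Assay system: recombinant human TDP2 / Reagent: T5PNP substrate at 5 mM, a TopII-DNA adduct mimic / Measured by: epi absorbance from released p-nitrophenol / Evaluation: % inhibition relative to enzyme-containing and enzyme-free wells / Control set: enzyme-free and DMSO wells / Replicates: each compound tested once, singlicate / Schedule: enzyme reaction with compound for 2 h at 37 °C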
rCAG RNA binder – binds r(CAG) RNA repeats; r(CAG) RNA repeat, TO-PRO-1 dye displacement fluorescence; inhibition, % at 3 µM; actives 1.3% (n = 370,000);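 active = inhibition above the plate cutoff, the mean of all test compounds on that plate plus 3 SD, cut at about 35% in these data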;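 also: 0% = DMSO alone and 100% = 100 µM mitoxantrone as full dye displacement; higher means more dye released from RNA so lower well fluorescence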
PRMT1 inh – blocks human protein arginine methyltransferase 1; actives 1.3% (n = 370,000); recombinant PRMT1, activity-based probe fluorescence polarization; inhibition, % at 2.79 µM;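 active = inhibition above about 21% made by adding two undisclosed values, limit read from the data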
Rev-erbA mod – modulators of human Rev-erb alpha DNA binding; AID 1259318; activity, % at 10 µM; P20393; actives 0.79% (n = 370,000); Rev-erbα–FITC-DNA binding, fluorescence polarization, 90 min;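 active = activity above about 14%, limit read from the data; passing the limit was not always enough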;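 also: 0% = DMSO wells with 35 nM protein and 100% = DMSO wells with 750 nM protein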
SIAE primary – inhibitors of human sialic acid acetylesterase SIAE. AID 1053197. inhibition, % at 9.66 µM. Q9HAT2. SIAE FP-Rh probe binding, fluorescence polarization. actives 0.69% (n = 370,000);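 active = inhibition above a cutoff: mean of compounds within the control limits plus 3 SD of those, cut at about 17% in these data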;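 also: 0% = plate median of compound wells and 100% = probe without SIAE protein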
PG9 binder – binds the HIV-1 gp120 antibody PG9. TR-FRET gp120-PG9 antibody binding. inhibition, % at 6.7 µM. actives 0.43% (n = 360,000). AID 624416; in the data active = inhibition above about 8.5%
ABHD4 inh – inhibitors of mouse ABHD4. Q8VD66. purified mABHD4, FP-Rh probe fluorescence polarization. inhibition, % at 8.92 µM. actives 0.54% (n = 370,000);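 active = inhibition exceeding the mean over every tested compound plus 3 SD, cut at about 30% in these data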;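 also: 0% = plate median of compound wells and 100% = S159A mutant with DMSO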
Target sequence (Q8VD66 whole entry, looked up): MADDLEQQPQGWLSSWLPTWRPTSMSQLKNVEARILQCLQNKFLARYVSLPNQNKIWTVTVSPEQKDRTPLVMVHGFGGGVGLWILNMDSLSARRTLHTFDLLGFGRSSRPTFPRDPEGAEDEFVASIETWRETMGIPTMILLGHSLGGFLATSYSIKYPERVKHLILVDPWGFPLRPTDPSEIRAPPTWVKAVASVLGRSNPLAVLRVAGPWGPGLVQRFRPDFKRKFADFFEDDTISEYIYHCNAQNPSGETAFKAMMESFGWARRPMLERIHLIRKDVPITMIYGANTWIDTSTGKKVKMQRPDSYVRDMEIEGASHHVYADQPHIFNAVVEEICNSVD
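Assay system: mABHD4 protein; medium: HEPES pH 7.0, NaCl, Pluronic buffer; dosing: 8.92 µM, single dose; schedule: 45 min + 60 min at 25 °C; signal: FP readout, ex 525 nm / em 598 nm; read-out: normalized percent inhibition of probe labeling; repeats: single replicate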
TCR CD3 inh – blocks the human TCR-CD3 interaction. TAMRA-labeled TCR probe fluorescence, biochemical. inhibition, % at 9.4 µM. actives 0.37% (n = 360,000). AID 651800; in the data active = inhibition above about 19%;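 also: recombinant mutant TCR 2C K166C tagged with TAMRA read by polarization; 0% = receptor in buffer alone and 100% = receptor with positive control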
HTRA1 inhibitor – blocks human HTRA1 serine peptidase. recombinant HTRA1, FP-rhodamine activity-based probe, fluorescence polarization. inhibition, % at 5.96 µM. actives 0.5% (n = 340,000). AID 504803; in the data active = inhibition above about 36%;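 also: 0% = enzyme with DMSO and 100% = wells lacking enzyme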
* hit, by the source's call; / = not tested or not shown. These rows are one share of the data; count on the stated rates, not on these rows.

SMILES,LEDGF integ inh,TDP2 absorb,rCAG RNA binder,PRMT1 inh,Rev-erbA mod,SIAE primary,PG9 binder,ABHD4 inh,TCR CD3 inh,HTRA1 inhibitor
CCC(C)C(NC(=O)C1CCC(C)CC1)C(=O)NCc1cccnc1 (stereo not given),3,-3,-6,-1,5,6,-1.9,0,7,8
COc1ccccc1C(CNC(=O)C(CCSC)NC(=O)c1ccccc1Cl)N1CCCC1 (stereo not given),0,4,-2,-3,-4,3,0.3,3,3,-4
CC(=O)Nc1cccc(C(=O)NNC(=O)c2n[nH]c(=O)c3ccccc23)c1,4,4,4,1,-6,-2,-0.4,0,5,0
CNC(=O)c1cc(NC(=O)CCn2nc(-c3ccccc3)c3ccccc3c2=O)ccc1OC,-2,-11,-7,8,-3,-3,0.6,-15,-9,0
COc1ccc(OC)c(NC(=O)c2ccc(NC(C)=O)cc2)c1,0,2,5,-1,1,-3,0.7,-5,3,1
CCN(CC)S(=O)(=O)c1ccc(NC(=O)Cc2cccs2)cc1,1,6,5,-9,-2,6,-1.4,7,-1,-3
O=C(COC(=O)/C=C/c1ccc(S(=O)(=O)N2CCOCC2)cc1)Nc1ccc(F)c(F)c1F,-4,11,3,-4,-4,0,-4.4,2,-2,1
CC1(C(=O)NCc2ccco2)Cc2c(-c3cccc(C(N)=O)c3)ccnc2O1 (stereo not given),4,-17,0,1,1,-1,-2.7,-3,-3,/
COc1ccc(-c2nnn(CC(=O)NC3CCCc4ccccc43)n2)cc1OC (stereo not given),2,-4,-2,-1,0,-2,-2.5,-3,3,2
Cc1cc(Cl)c(OCCCCN2CCOCC2)c(Br)c1,0,10,-6,-1,-3,5,-1.1,7,4,-2
O=[N+]([O-])c1cc([N+](=O)[O-])c(Oc2c(F)cc(F)cc2F)cc1NN1CCCCC1,-4,4,2,0,13,4,0.2,1,5,0
CC(C)c1ccc(NC(=O)C2(C)Cc3c(-c4cccc(C(N)=O)c4)ccnc3O2)cc1 (stereo not given),-3,3,2,1,-5,-8,0.6,-12,-2,/
COc1ccc(N2CCN(c3oc(Cc4ccccc4)nc3C#N)CC2)cc1,-4,1,-4,2,0,5,0.4,-5,-3,-4
CCCS(=O)(=O)C/C(N)=N/OC(=O)c1ccc(Cl)cc1,-1,-6,1,3,-4,-3,-0.3,3,8,/
CCCOc1ccc(C(C)=O)cc1CC(C(=O)OCC)C(=O)OCC,-4,-6,-11,-2,/,-1,-0.9,-1,2,-4
O=C(O)C1C2CCC(C2)C1C(=O)Nc1ccccc1 (stereo not given),0,-4,2,-1,1,3,1.5,-6,3,-3
C=CC(COCc1ccccc1)N(Cc1ccc(OC)cc1)S(=O)(=O)c1ccccc1Br (stereo not given),0,8,3,-1,5,5,0.2,-10,4,-21
O=C(NNC(=O)c1cc(O)c(O)c(O)c1)NC1CCCCC1,-1,1,7,15,2,-3,0.2,31*,3,24
COc1c(/C=N/NC(N)=S)c(C)nn1-c1ccccc1,3,6,-1,-3,11,4,-0.3,-1,5,-3
O=C(COc1ccccc1)NCC(=O)N/N=C/c1ccccc1,-2,0,1,-3,-4,5,-2.4,-1,7,3
Cc1ccc(-n2cccn2)c(CN2CCCC(C(=O)c3ccc4c(c3)OCO4)C2)c1 (stereo not given),-2,-10,-7,-6,-1,11,-0.8,0,1,-3
COCCCN1C2=C(C(=O)CC(C)(C)C2)C(c2ccc(O)c(OC)c2)C2=C1CC(C)(C)CC2=O,5,-13,-3,-2,-2,6,-2.9,-6,-9,4
CCCNC(=O)C(Cc1cccc(OC)c1)NC(=O)c1ccc(C(C)(C)C)cc1 (stereo not given),-1,-6,2,1,1,1,1.9,6,3,-8
COCCN1C(=O)N[C@@H](c2cccc(F)c2)C(C(C)=O)=C1C,-2,-4,-4,2,1,2,0.2,3,-1,-6
CCc1oc2c(C)c(O)ccc2c(=O)c1-c1ccc2ccccc2n1,0,-4,-1,-1,-1,-1,6.8,-4,5,-1
COc1ccc(NC(=O)C(=O)N/N=C/c2cc(C)n(-c3cccc(Cl)c3Cl)c2C)c(OC)c1,-1,5,1,-1,2,-8,-2.6,6,-3,1
O=C1NC(=O)C([N+](=O)[O-])=C(O)C1=O,0,0,1,-2,-4,-1,-0.9,-1,5,4
COc1ccc(C(CNC(=O)COc2ccc(F)cc2Br)N2CCCC2)cc1 (stereo not given),3,11,-10,1,6,7,0.8,1,7,7
Cc1ccc(-n2ncc3c2CC(C)(C)CC3NC(=O)c2cc[n+]([O-])cc2)cc1 (stereo not given),0,15,-9,-2,0,1,-1.4,-2,11,-2
O=C(CSc1nc2ccccc2o1)N/N=C/c1ccc(O)c(O)c1,17*,-20,14,20,-19,16,-2.2,34*,13,37*
COc1ccc(CCN2C(=O)CSC2=Nc2ccc(C)cc2C)cc1OC,-6,-7,-4,5,6,-5,1.2,3,-6,-4
COc1ccccc1N1CCN(CC(=O)Nc2nccs2)CC1,-1,14,1,-3,7,5,-0.1,0,2,-1
CCC(=O)Nc1ccc(C(=O)NNC(=O)COc2cccc(C)c2)cc1,-5,-6,-1,-1,-6,-6,0.1,-3,15,-6
O=c1c2ccccc2nc(/C=C/c2cc(Br)ccc2O)n1CCCO,1,-7,11,1,-1,-12,-2.3,-10,1,-27
CCOc1ccc(/C=C/C(=O)N(CC)CC(=O)NCc2cccs2)cc1OC,-6,0,-8,2,-7,2,1.2,0,-3,1
CC(C)(C)c1ccc(S(=O)(=O)N2CCN(CC(O)COCC3CCCO3)CC2)cc1 (stereo not given),0,4,-2,-3,-4,5,1.2,13,3,8
COC(=O)c1ccccc1S(=O)(=O)N1CCC(NC(=O)c2ccccc2)CC1,1,-3,-2,2,1,-7,-0.9,-5,4,-8
O=C(Nc1ccn(CCCN2CCN(c3ccccn3)CC2)c(=O)n1)OCc1ccccc1,2,2,2,0,6,5,-1.5,2,5,4
O=[N+]([O-])c1ccc(N2CCCC2)cc1NCc1ccccc1,-1,6,-1,3,3,6,-1.2,-5,-2,-11
COP(=O)(CC(=O)c1ccccc1)CC(=O)c1ccccc1,4,-7,-2,1,-5,7,-5.3,2,-7,1

Sorted by molar mass (falling): part of the list above
SMILES,LEDGF integ inh,TDP2 absorb,rCAG RNA binder,PRMT1 inh,Rev-erbA mod,SIAE primary,PG9 binder,ABHD4 inh,TCR CD3 inh,HTRA1 inhibitor
CNC(=O)c1cc(NC(=O)CCn2nc(-c3ccccc3)c3ccccc3c2=O)ccc1OC,-2,-11,-7,8,-3,-3,0.6,-15,-9,0
CCOc1ccc(/C=C/C(=O)N(CC)CC(=O)NCc2cccs2)cc1OC,-6,0,-8,2,-7,2,1.2,0,-3,1
CCCOc1ccc(C(C)=O)cc1CC(C(=O)OCC)C(=O)OCC,-4,-6,-11,-2,/,-1,-0.9,-1,2,-4

Continuation.
SMILES,LEDGF integ inh,TDP2 absorb,rCAG RNA binder,PRMT1 inh,Rev-erbA mod,SIAE primary,PG9 binder,ABHD4 inh,TCR CD3 inh,HTRA1 inhibitor
COc1ccc(S(=O)(=O)N(C)C[C@H]2Oc3ccc(NS(=O)(=O)c4ccc(F)cc4)cc3C(=O)N([C@H](C)CO)C[C@@H]2C)cc1,-4,10,4,-3,4,2,-1.3,4,-2,-9
O=C(NCc1ccccn1)c1ccc(OC2CCN(Cc3ccc(F)cc3F)CC2)cc1,2,-3,-9,-5,-6,-5,2.8,6,-2,-6
CC(OC(=O)c1ccccc1CCc1ccccc1)C(N)=O (stereo not given),1,-2,2,-5,3,-2,2.3,0,-4,5
COCCCNc1oc(-c2cccs2)nc1S(=O)(=O)c1ccc(C)cc1,3,1,-4,-3,-3,4,-0.9,3,8,1
COc1cccc(NC(=O)c2ccccc2F)c1,2,7,-1,-3,0,2,2.7,-12,4,-14
Cc1ccc(C)c(C(O)c2ncc(-c3ccc4ccccc4c3)[nH]2)c1 (stereo not given),-5,3,5,3,7,8,0.5,-8,-2,/
COc1ccc(-c2noc(CCC(=O)NCCN3CCN(c4ccccc4F)CC3)n2)cc1,-1,-3,-8,-1,2,-5,-1.3,10,3,-1
COc1cccc(-c2nc(C(=O)NCCCN3CCOCC3)cc3c2[nH]c2ccccc23)c1,-2,7,1,-3,3,-29,1.2,-1,3,-38
S=C1NCN(Cc2ccco2)CN1c1ccccc1,5,-7,1,-6,-1,12,-3.2,-1,3,-1
Cc1cc(NC(=O)CSc2nc3ccccc3s2)no1,4,1,1,3,-1,6,-0.3,5,-7,-10
CCOc1ncccc1C(=O)OCC(=O)Nc1ccc2c(c1)OCCO2,-2,-4,2,0,0,-2,-0.7,6,-2,10
Cc1nc2ccc(NC(=O)CSc3ccccc3)cc2s1,6,4,1,-1,5,-3,-0.6,-1,0,-5
O=C(NC(=S)Nc1ccccc1Cl)c1cnn2c(C(F)(F)F)cc(C(F)(F)F)nc12,-1,4,-1,0,5,-3,-0.1,-2,11,/
O=S(=O)(Nc1ccc2c(c1)OCCO2)c1cccs1,-2,0,5,2,-5,2,-1.8,-16,3,5
COc1cnn(-c2ccccc2)c(=O)c1OC,-2,5,-1,3,3,1,-0.2,2,-8,-5
COc1ccc(NC(=O)CSc2nc3ncccc3[nH]2)cc1OC,-2,-4,3,8,1,-7,0.7,-13,-5,1
